# TAAR1 antagonist: antagonists of human TAAR1; 360,000 tested, 1.5% active; CHO RD-HGA16 TAAR1, Fluo-8 calcium fluorescence, antagonist; inhibition, % at 3 µM;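 active = inhibition above a per-plate cutoff, the mean inhibition of test compounds on that plate plus 3 SD, cut at about 49% in these data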;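 also: 0% = DMSO plus EC80 beta-PEA response and 100% = DMSO alone without agonist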
#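 System: RD-HGA16 CHO cells with stable hTAAR1 and Gα16 | Probe or stimulus: EC80 β-phenethylamine stimulus | Dosing: 3 µM, single point | Times: Dye loading 75 min at 37 °C, then 30 min room temperature | Measured by: Fluo-8 calcium-sensitive fluorescence | Read-out basis: % inhibition of agonist calcium response | Replicates: n of 1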
# CHRM1 agonist: activates human CHRM1 receptor; P11229; CHO-K1 hM1, Fluo-8 calcium fluorescence, agonist mode; 0% DMSO, 100% acetylcholine EC100; activation, % at 3 µM; 360,000 tested, 0.33% active; AID 588814;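 active = activation above the run's mean compound activation plus 3 SD, cut at about 16% in these data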;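 also: peak over basal fluorescence ratio within a 140 s kinetic read after compound addition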
# Target sequence (P11229 whole entry, looked up): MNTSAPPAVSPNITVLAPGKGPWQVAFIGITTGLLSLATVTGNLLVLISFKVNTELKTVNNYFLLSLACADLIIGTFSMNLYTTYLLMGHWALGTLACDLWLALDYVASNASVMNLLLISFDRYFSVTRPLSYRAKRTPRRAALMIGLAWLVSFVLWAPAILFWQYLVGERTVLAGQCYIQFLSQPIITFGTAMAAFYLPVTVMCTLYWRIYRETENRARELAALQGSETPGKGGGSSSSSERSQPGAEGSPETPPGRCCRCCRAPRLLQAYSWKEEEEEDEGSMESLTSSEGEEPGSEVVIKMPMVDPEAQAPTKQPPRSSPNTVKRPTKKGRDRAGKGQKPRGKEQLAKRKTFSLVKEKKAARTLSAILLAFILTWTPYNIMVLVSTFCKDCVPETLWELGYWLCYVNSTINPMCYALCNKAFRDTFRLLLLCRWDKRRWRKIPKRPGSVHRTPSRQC
# CHO parental Ca: signal in parental CHO cells, OX1R antagonist counter-screen; parental CHO-K1, ATP-induced calcium, Fluo-8 fluorescence; inhibition, % at 5.6 µM; 330,000 tested, 0.63% active; AID 463079;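 active = inhibition above that plate's mean sample inhibition plus 3 SD, cut at about 26% in these data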;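 also: 0% = ATP-challenged DMSO wells and 100% = DMSO wells without ATP; some compounds past the cut are filed as inactive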
#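 Test system: untransfected parental CHO cell line. Compound: one dose, 5.6 µM nominal. Detection: intracellular calcium via Fluo-8 no-wash fluorescent dye. Measure: % inhibition. Benchmarks: ATP-challenged DMSO wells low, unchallenged DMSO wells high.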
# OXTR potentiate: potentiates the human oxytocin receptor response; CHO-OTR cells, Fluo-8 calcium fluorescence, potentiator mode; 0% = oxytocin EC15, 100% = EC100; activation, % at 3 µM; 320,000 tested, 0.061% active; AID 2445;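 active = activation above that plate's cutoff, the mean activation of tested compounds plus 3 SD, cut at about 6.6% in these data, passing the limit was not always enough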;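 also: 100% uses oxytocin at 75 nM as the full agonist control; some results filed as inactive read as strong as hits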
# Target sequence (P30559 whole entry, looked up): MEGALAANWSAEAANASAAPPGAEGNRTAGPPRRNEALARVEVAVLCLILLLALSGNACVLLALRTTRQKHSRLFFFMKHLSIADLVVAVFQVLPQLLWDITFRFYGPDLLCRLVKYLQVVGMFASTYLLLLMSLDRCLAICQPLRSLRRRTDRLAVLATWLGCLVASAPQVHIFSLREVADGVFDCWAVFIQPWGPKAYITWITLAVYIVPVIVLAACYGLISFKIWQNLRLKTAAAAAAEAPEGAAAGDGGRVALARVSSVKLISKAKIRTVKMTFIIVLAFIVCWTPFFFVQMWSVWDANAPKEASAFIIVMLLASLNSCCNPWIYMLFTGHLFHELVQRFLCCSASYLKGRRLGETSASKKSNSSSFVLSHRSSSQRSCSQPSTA
#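 Dosing: Single dose, 3.0 µM nominal final compound concentration | Material: Human OTR in CHO cells | Technique: Kinetic Fluo-8 calcium fluorescence | Benchmarks: EC15 oxytocin alone as 0%, 75 nM oxytocin as 100% | Probe or stimulus: Oxytocin at about EC15, sub-maximal agonist stimulus | Incubation: Compound 6 min at room temperature before oxytocin, 100 s read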
# CHO-K1 Ca PAM: M1 PAM counterscreen hit in parental CHO-K1 cells. activation, % at 3 µM. 360,000 tested, 0.02% active. ATP EC20, Fluo-8 calcium fluorescence; 0% at ATP EC20, 100% at ATP max. AID 602247;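 active = activation above the run cutoff, the mean activation of all test compounds plus 3 SD, cut at about 40% in these data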;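 also: peak over basal fluorescence ratio in a 140 s read after ATP addition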
# M1 ag parental: M1 agonist counterscreen hit in parental CHO-K1 cells. 360,000 tested, 0.48% active. Fluo-8 calcium fluorescence; scaled to maximal ATP response, vehicle zero. activation, % at 3 µM. AID 602248; in the data active = activation above about 15%;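 also: untransfected CHO-K1 host cells lacking M1 receptor as counterscreen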
# TAAR1 ag: human TAAR1 agonism. CHO RD-HGA16 TAAR1, Fluo-8 calcium fluorescence; vehicle wells 0%, saturating PEA agonist 100%. AID 624467. Q96RJ0. 360,000 tested, 0.99% active. activation, % at 3 µM;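 active = activation above the mean activation of all test compounds in the run plus 3 SD, cut at about 38% in these data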
#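 Test system: RD-HGA16 (CHO) cells co-expressing Gα16 and hTAAR1 | Doses: Single dose, 3 µM | Schedule: 17-24 h seeding, 75 min 37 °C dye, 30 min RT | Evaluation: % activation from peak over basal fluorescence ratio, DMSO-to-PEA scaled | Technique: Kinetic Fluo-8 calcium fluorescence | Benchmarks: Low control DMSO, high control PEA (EC100)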
# V1R ag counter: V1a receptor agonism, counter-screen for OXTR agonists | P37288 | CHO-V1R cells, Fluo-8 calcium fluorescence, agonist mode; 0% DMSO, 100% 3 nM vasopressin | activation, % at 3 µM | 320,000 tested, 0.25% active;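 active = activation above the mean activation of all tested compounds plus 3 SD, per screening run, cut at about 20% in these data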;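 also: signal is peak over basal fluorescence ratio across a 100 second FLIPR read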
# CHO-K1 Ca antag: nonselective inhibitor or artifact in parental CHO-K1 cells; ATP-induced calcium, Fluo-8 fluorescence; inhibition, % at 3 µM; 360,000 tested, 0.6% active; AID 602250;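 active = inhibition above a per-plate cutoff, the plate's mean sample inhibition plus 3 SD, cut at about 24% in these data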;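 also: 0% = DMSO plus EC80 ATP and 100% = DMSO alone without ATP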
# Starred values were filed as active, the others as inactive; . = not tested or not shown.
SMILES,TAAR1 antagonist,CHRM1 agonist,CHO parental Ca,OXTR potentiate,CHO-K1 Ca PAM,M1 ag parental,TAAR1 ag,V1R ag counter,CHO-K1 Ca antag
NS(=O)(=O)c1ccc(-c2ccc(/C=C3\C(=O)Nc4cc(Cl)ccc43)o2)cc1,-3,-4,.,.,17,2.1,6,.,-3
COc1ccc(-c2nc(-c3cccs3)c(-c3cccs3)[nH]2)cc1O,11,-4,-9,-12,-9,-0.2,5,3.8,8
CCOc1cc(CNCCc2ccc(S(N)(=O)=O)cc2)ccc1OCc1ccc(Cl)cc1,47,6,61*,-23,4,13,69*,27*,11
CC(C)CCN1CCN(Cc2nc(-c3ccc(F)cc3)cs2)CC1CCO (configuration not stated),1,-7,-14,2,2,0.0,4,2.4,1
CNc1cccc(-c2cccc(C(=O)N3CCOCC3)c2)n1,-6,-3,.,.,0,0.6,0,.,-13
CN(C)S(=O)(=O)c1ccc(NC(=O)CN2C(=O)NC(Cc3ccccc3)C2=O)cc1 (configuration not stated),-9,-7,-1,-7,-6,0.8,11,0.3,-5
CC(CN1C(C)CCCC1C)OC(=O)c1cccc(F)c1 (configuration not stated),-9,-11,-2,-11,-5,-0.1,3,0.3,-2
Cc1ccc(C(=O)N2CCN(c3ccccc3)CC2)cc1S(=O)(=O)N1CCCC1,-24,-3,-21,-8,11,1.0,-3,3.0,4
O=C(O)c1ccc(Cn2cc(C(F)(F)F)ccc2=O)cc1,2,-6,6,-5,19,4.7,2,0.9,-1
COc1ccc(Cl)cc1C(=O)NN=C1CCCC1,-25,-3,-22,2,15,0.2,1,-2.1,-7
Cn1c(SCc2c(F)cccc2Cl)nnc1-c1cccs1,-11,-5,-13,7,3,-0.1,7,-0.9,-1
CC(=O)Oc1ccc(C(=O)Nc2cc(C)on2)cc1,-6,-1,-2,-13,14,0.3,-1,-0.5,-6
COc1ccc(CNCCc2ccc([N+](=O)[O-])cc2)c(OC)c1OC,-14,-8,-25,-11,-9,-0.4,7,1.0,7
CCCCCC(=O)Nc1nc(C)c(-c2csc(Nc3ccccc3OC)n2)s1,12,-7,-34,-9,9,-0.3,-3,0.0,-5
Cc1ccccc1-n1c(SCC(=O)N/N=C/c2ccccc2OCC(=O)O)nc2ccccc2c1=O,-4,-1,-20,1,17,0.2,-2,-0.1,-15
CN(C(=O)CSc1nnc(Cc2cccc3ccccc23)n1N)C1CCS(=O)(=O)C1 (configuration not stated),13,3,-15,0,10,0.6,8,0.6,-4
Cc1ccc(C)c(N2CCN(C(=O)c3cc(S(=O)(=O)N4CCOCC4)ccc3F)CC2)c1,-32,-3,-2,-7,14,7.2,10,6.2,-3
COC(=O)c1sc(NC(=S)NC(=O)c2ccccc2F)nc1C,-13,-4,6,5,-7,-0.1,4,0.3,4
Fc1ccc(-c2csc3ncnc(N4CCc5ccccc5C4)c23)cc1,37,-6,-25,-5,22,1.2,1,-1.3,-20
O=[N+]([O-])c1ccc(F)cc1OCc1nc(-c2cccs2)no1,-4,-8,.,.,-6,1.2,1,.,-22
CC1CCN(c2cc(=O)n(C3CCCCC3)c(=O)[nH]2)CC1,-15,-2,-5,2,-5,-0.1,6,0.1,-1
O=C(Cc1ccc(F)cc1)NC1CCCCCC1,-1,-6,-5,-3,19,0.3,0,-0.1,-9
COc1ccc(Cl)cc1Cn1c(C)c(C(=O)NCc2ccc(C#N)cc2)sc1=O,76*,-3,.,.,8,3.8,68*,.,-5
O=C(CCN1C(=O)c2ccccc2C1=O)Nc1ccc(S(=O)(=O)N2CCOCC2)cc1,.,-3,3,-4,15,3.3,.,-0.3,-22
COc1c(Cl)ccc(Cl)c1C(=O)NC(=O)Nc1nc(C)cc(C)n1,-14,-3,-18,-9,-23,-0.5,0,-0.8,-4
COC(=O)c1nc(Cl)c(Cl)c(N)c1Cl,-11,-4,11,-15,0,1.0,0,0.0,-6
Cc1ccccc1NC(=O)NC1(C(=O)NCC2CCCO2)CCCCC1 (configuration not stated),-7,-3,-13,0,6,0.5,0,0.1,-20
CCOC(=O)Cn1nc(C)c(NC(=O)CCc2ccccc2)c1C,14,-5,-12,1,2,-0.1,7,0.3,3
c1ccc(-c2cc(-c3nnc4sc(-c5ccccn5)nn34)[nH]n2)cc1,10,-1,-15,-7,13,1.8,14,-1.4,-10
COc1ccc(C)cc1S(=O)(=O)Nc1ccccc1,.,-4,-5,1,0,0.1,.,0.3,1
C=CCCC(=O)N1CCCC(Cc2cccc(Cl)c2)(C(=O)OCC)C1 (configuration not stated),-22,-2,-10,0,-3,0.7,-1,-0.3,1
CCN1CCN(C(=O)C2CCN(S(=O)(=O)c3cccc4cccnc34)CC2)CC1,3,-6,-6,-1,11,1.2,1,0.5,1
O=C1N=C(N2CCCCC2)SC1=C1CCCCC1,-6,-5,-16,-6,19,-0.1,13,0.9,-6
Cc1ccc(/C=N/N2CCN(Cc3cccc4ccccc34)CC2)o1,-26,-2,-17,-9,13,0.0,-3,-1.8,-8
CCOC(=O)N1CCN(C(=O)CN(C)S(=O)(=O)c2ccc3c(c2)c(=O)n(C)c(=O)n3C)CC1,6,-4,-14,-5,-2,0.3,4,-0.3,-14
O=C(Nc1ccc(Cl)cn1)c1ccccc1SCc1ccccc1,23,-5,-21,-7,16,2.6,1,1.1,-10
COc1cc(OC)c(NS(=O)(=O)c2cc(C(=O)OCC(=O)NCC3CCCO3)ccc2OC)cc1Cl (configuration not stated),6,-3,-15,-15,2,2.7,1,1.3,-1
Cc1cc(C)c2cc(CN(CC3CCCO3)S(=O)(=O)c3ccc4c(c3)OCCO4)c(=O)[nH]c2c1 (configuration not stated),17,-3,-17,-11,7,1.1,10,-0.7,-21
CN(C)C(CNC(=O)c1cccnc1Sc1ccccc1)c1ccco1 (configuration not stated),1,-5,-2,3,-6,-0.1,16,0.3,17
CCOc1ccc(-c2nnn(CC(=O)NCc3ccco3)n2)cc1OCC,2,-1,-19,-1,15,0.6,-4,0.4,-8

# Arranged by the number under TAAR1 antagonist (smallest number first): three of the compounds above
canonical_smiles	TAAR1 antagonist	CHRM1 agonist	OXTR potentiate
O=C1N=C(N2CCCCC2)SC1=C1CCCCC1	-6	-5	-6
CCOc1ccc(-c2nnn(CC(=O)NCc3ccco3)n2)cc1OCC	2	-1	-1
O=C(Nc1ccc(Cl)cn1)c1ccccc1SCc1ccccc1	23	-5	-7

# (next part)
SMILES,TAAR1 antagonist,CHRM1 agonist,CHO parental Ca,OXTR potentiate,CHO-K1 Ca PAM,M1 ag parental,TAAR1 ag,V1R ag counter,CHO-K1 Ca antag
COc1ccc(Cc2nnc(SCC(=O)N3CCc4ccccc4C3)o2)cc1,-1,-1,-16,-4,0,0.5,55*,2.5,-12
COc1ccc2c(C)cc(N3CCOCC3)nc2c1,6,-5,-7,0,18,0.1,4,-0.6,-15
CC(C)CNC(=O)NC(=O)COC(=O)c1ccccc1Sc1ccc(C(F)(F)F)cc1[N+](=O)[O-],-15,-6,-7,-3,20,0.3,4,4.9,-11
Cc1[nH]c(=O)c(C#N)c2c1CCCC2,-13,-3,2,-3,4,0.8,15,1.2,-22
COc1ccc(CC(=O)N(C)CC(=O)Nc2cccc(F)c2)cc1S(=O)(=O)N1CCOCC1,-17,-3,-10,-1,5,1.7,1,-0.1,-6
CCCn1c(NC(=O)CSCC(=O)Nc2cc(C)on2)nc2ccccc21,-12,-4,-3,3,-14,-0.1,-1,-0.2,4
Cc1ccc(OCC(=O)NCCCNC(=O)c2cccnc2)cc1C,-4,-4,-7,-5,11,0.0,-3,1.0,-3
C#CCOC(=O)c1ccccc1C(=O)n1nnc2ccccc21,0,-8,-2,-3,-9,-0.3,14,0.2,-30
Cc1[nH]n(-c2ccc(F)cc2)c(=O)c1C=Nc1ccc(S(=O)(=O)N(C)C)cc1,7,-3,-10,-4,18,0.2,1,0.4,-2
Cc1cc(C(=O)Nc2cc(Br)ccc2O)on1,4,-2,-9,-4,-6,2.0,2,1.7,-13
NNC(=O)C(Cc1ccccc1)NC(=O)OCc1ccccc1 (configuration not stated),2,-5,-10,-9,11,-0.1,8,-0.8,1
CCOC(=O)N1CCN(C(=O)CCc2ccc(S(=O)(=O)NCC(C)C)cc2)CC1,5,-6,-17,4,-3,-0.1,0,0.1,10
COc1ccc(NC(=O)N2CCN(S(C)(=O)=O)CC2)cc1,6,-6,-3,-5,18,1.9,9,0.7,-11
CCC(CC)c1nnc(NC(=O)c2cc([N+](=O)[O-])ccc2N2CCCCC2)s1,7,-5,-13,-4,-12,-0.5,2,-0.1,19
Cc1[nH]n(-c2ccc([N+](=O)[O-])cc2)c(=O)c1C=NCCN1CCN(C(=O)c2cccc(F)c2)CC1,5,-4,31,-4,2,0.1,3,0.2,-1
O=C(Cc1cccc2ccccc12)NNC(=O)c1cccs1,6,0,-17,-7,15,0.4,7,-0.7,-6
COc1ccc(NC(=O)C2=CCN(S(=O)(=O)c3ccccc3)CC2)cc1OC,-15,-4,-13,-9,7,0.4,1,-0.2,-5
COc1ccc(NC(=O)CC(C)CC(=O)NCc2ccc(F)cc2)c(OC)c1 (configuration not stated),-9,-5,-14,2,7,0.5,0,-1.2,2
O=C(NNC(=O)C1CCCC1)c1cc([N+](=O)[O-])cc([N+](=O)[O-])c1,-31,-1,-3,-1,4,-0.2,10,0.3,1
CSc1nsc(SCC(=O)Nc2cccc(C(C)=O)c2)n1,14,-3,5,-5,1,2.1,5,3.0,1
CCNc1nc(OC)nc(N(OC)S(=O)(=O)c2ccc(C)cc2)n1,4,-9,-5,-6,13,0.1,-1,0.2,-11
NNC(=O)C1CC(O)CN1S(=O)(=O)c1ccc2ccccc2c1 (configuration not stated),14,-4,-11,-3,2,1.6,0,-0.4,6
NS(=O)(=O)c1ccc(CCNC(=O)CN2CCC(Cc3ccccc3)CC2)cc1,-16,-5,2,-7,-2,7.9,3,2.8,-11
CCOc1ccc(N/C=C/C(=O)c2ccc(C)cc2)c([N+](=O)[O-])c1,5,-3,-11,-6,16,0.7,8,1.4,-9

# Screens as filed in PubChem BioAssay.
